TexasRed fluor – Texas Red fluorescence interference in TRb-SRC2 counter-screen; TRb/SRC2 Texas Red total fluorescence interference; Potency, µM (doses to about 106 µM), inactives show at the highest dose fluorescence change, negative = quenching; 280,000 compounds, 0.29% hits; active means well fitted curve in either direction with a large enough effect; inconclusive means small, poorly fitted or top-dose-only effect; further: potency means the concentration at half of the fitted maximal effect; on the % scale 0 is the no-effect control and ±100 the full control effect
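Human TRβ ligand-binding domain (0.6 uM) and Texas Red SRC2 peptide (20 nM) in Tris buffer with 1 uM T3 and 5% DMSO were incubated with pinned compound for 5 hr at ambient temperature. Total fluorescence was computed as S + 2P (555/632 nm).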
TRb-SRC2 inh – inhibitors of human thyroid hormone receptor beta-SRC2 interaction; TRbeta-SRC2 peptide binding, fluorescence polarization; receptor liganded with 1 µM T3; Potency, µM (titrated, usually from 106 µM), for inactives: top-dose activity change, negative = inhibition, hits mostly inhibitors; 280,000 compounds, 0.065% hits;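 further: potency means the concentration at half of the fitted maximal effect; plate controls were bound peptide for no effect and peptide without receptor for full effect; nearly all actives have a fitted effect of over 50% in size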
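Decrease in fluorescence polarization of 20 nM Texas Red SRC2 coactivator peptide flagged inhibition of its binding to 0.6 uM TRb LBD; 1 uM T3 included, incubation 5 hr, ex 555/em 632 nm.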
Tau fibril FP – inhibitors of human tau fibril formation; AID 1468; Potency, µM (top dose mostly 57.7 µM), for inactives: top-dose activity, negative = inhibition, usual class: inhibitors; K18 P301L tau heparin fibrillization, Alexa594 FP, 6 h; 280,000 compounds, 0.39% hits; further: potency means the concentration at half of the fitted maximal effect; on the % scale 0 is the no-effect control and ±100 the full control effect; nearly all actives have a fitted effect of over 55% in size
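Steps: dispense K18 P301L tau (15 uM plus 0.24 uM Alexa 594 tracer, final) in pH 7 sodium acetate; add compound; add heparin (20 uM final); incubate 6 hr, 37 C; add ThT (30 uM final); after 1 hr ambient, read FP.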
Tau fluor counter – counter-screen for tau fibril formation inhibitors; tau K18 P301L Alexa594 fluorescence, heparin fibrillization; Potency, µM (doses to about 57.7 µM), for the others: at the top dose activity change, negative = decrease; 280,000 compounds, 0.93% hits; AID 1463; further: potency means the concentration at half of the fitted maximal effect; on the % scale 0 is the no-effect control and ±100 the full control effect; nearly all actives have a fitted effect of over 55% in size
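Human tau K18 P301L (15 uM unlabeled, 0.24 uM Alexa 594-labeled) in 100 mM sodium acetate pH 7 with 20 uM heparin, 6 hr at 37 C. ThT 30 uM added, 1 hr ambient; Alexa 594 FP and total fluorescence read at 555/632 nm.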
CBFb-RUNX1 inh – blocks binding between human CBF-beta and RUNX1. AID 1477. 230,000 tested, under 10 active. Potency, µM (series often up to 59.8 µM), for the others: at the top dose activity, negative = inhibition, most hits filed as inhibitors. Q01196+Q13951. AlphaScreen CBFb-His/RUNX1-biotin binding, biochemical; further: % of control where 0% means no effect
Target sequence (Q01196 whole entry, looked up): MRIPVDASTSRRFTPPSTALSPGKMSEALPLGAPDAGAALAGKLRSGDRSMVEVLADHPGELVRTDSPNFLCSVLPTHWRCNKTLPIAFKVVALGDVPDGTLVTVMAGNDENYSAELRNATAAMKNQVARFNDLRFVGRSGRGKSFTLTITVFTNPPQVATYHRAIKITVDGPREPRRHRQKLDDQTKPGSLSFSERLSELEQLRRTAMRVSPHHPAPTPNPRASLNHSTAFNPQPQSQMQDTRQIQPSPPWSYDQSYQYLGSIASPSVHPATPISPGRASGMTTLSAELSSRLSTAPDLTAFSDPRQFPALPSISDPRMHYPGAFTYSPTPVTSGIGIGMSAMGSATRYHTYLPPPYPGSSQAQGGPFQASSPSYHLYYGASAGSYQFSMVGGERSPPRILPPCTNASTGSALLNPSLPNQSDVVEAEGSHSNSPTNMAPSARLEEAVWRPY
Target sequence (Q13951 whole entry, looked up): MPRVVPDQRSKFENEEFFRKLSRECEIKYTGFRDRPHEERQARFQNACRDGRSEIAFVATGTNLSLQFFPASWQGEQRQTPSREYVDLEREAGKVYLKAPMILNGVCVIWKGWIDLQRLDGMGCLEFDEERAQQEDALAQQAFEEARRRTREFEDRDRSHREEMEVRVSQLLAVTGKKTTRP
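Compounds were screened at multiple concentrations against a preformed CBF-beta(His)/RUNX1(biotin) complex (30 nM of each) for 15 min at room temperature, followed by 90 min with nickel and streptavidin beads and AlphaScreen reading.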
Epigenetic reg – derepresses silenced GFP reporter in murine cells | murine LDR cells, GFP reporter derepression, 30 h | Potency, µM (series often up to 53.9 µM), inactives show top-dose GFP activation, hits mostly activators | 280,000 compounds, 0.2% hits; further: potency means the concentration at half of the fitted maximal effect; % of control where 0% means no effect; nearly all actives have a fitted effect of over 60% in size
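Murine LDR cells bearing a silenced CMV-driven GFP reporter were exposed to compound for 30 h at 37 C. After PBS washes, GFP-positive cells (20-120 um objects) counted by laser-scanning microplate cytometry.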
NPSR antag – neuropeptide S receptor (human) antagonism, cAMP | CHO-NPSR cells, cAMP TR-FRET, antagonist mode | 220,000 compounds, 1% hits | Q6W5P4 | AID 1461 | Potency, µM (doses to about 38.3 µM), inactives show at the top dose activity change, negative = inhibition, hits mostly inhibitors; further: potency means the concentration at half of the fitted maximal effect; on the % scale 0 is the no-effect control and ±100 the full control effect; nearly all actives have a fitted effect of over 50% in size; many of its hits are not listed in these tables
GLA spleen mod – inhibits or activates alpha-galactosidase in human spleen homogenate; P06280; human spleen homogenate, 4MU-alpha-Gal fluorescence, 40 min; Potency, µM (series often up to 80 µM), inactives show at the top dose activity change, negative = inhibition, most hits filed as inhibitors; 240,000 compounds, 0.008% hits;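 further: potency means the concentration at half of the fitted maximal effect; 0% = enzyme with vehicle and -100% = no enzyme basal signal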
Target sequence (P06280 32-429 limits assumed): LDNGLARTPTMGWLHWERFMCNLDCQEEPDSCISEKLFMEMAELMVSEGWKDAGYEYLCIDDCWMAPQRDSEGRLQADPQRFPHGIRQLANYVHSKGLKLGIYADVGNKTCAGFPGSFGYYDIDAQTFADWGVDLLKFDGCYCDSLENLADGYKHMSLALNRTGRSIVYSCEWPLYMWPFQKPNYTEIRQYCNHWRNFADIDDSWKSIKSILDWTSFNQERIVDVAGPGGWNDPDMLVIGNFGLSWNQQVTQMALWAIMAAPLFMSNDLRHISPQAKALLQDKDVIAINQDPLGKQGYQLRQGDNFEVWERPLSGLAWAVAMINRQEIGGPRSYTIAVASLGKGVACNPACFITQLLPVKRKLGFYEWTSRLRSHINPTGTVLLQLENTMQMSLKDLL
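Inhibition or activation of alpha-galactosidase in human spleen homogenate is scored by 4-MU fluorescence after 40 min at 37C, pH 5.0, with 1 mM substrate. AC50s come from concentration-response fitted to the Hill equation.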
* = called active by the depositor; ? = inconclusive; · = no result given; [ ] = remark or other dose. Unless noted, the call rests on the fitted dose curve; in most records, active means well fitted curve in the direction sought with a large enough effect; inconclusive means small, poorly fitted or top-dose-only effect, or another doubt; inactive means no such curve, though single readings can be large; an effect the other way counts as inactive or inconclusive. The list is partial (hit frequency here may not be typical).

cpd	smiles	TexasRed fluor	TRb-SRC2 inh	Tau fibril FP	Tau fluor counter	CBFb-RUNX1 inh	Epigenetic reg	NPSR antag	GLA spleen mod
1	CC(Oc1ccc2ccccc2c1)C(=O)NNC(=S)NC(=O)c1ccco1 (stereo unspecified)	-2.9%	-3.5%	3.6%	-20.9%	-13.5%	0.0%	-13.0%[46.1 µM]	5.8%
2	O=C(CN1CCN(S(=O)(=O)c2ccc(Br)cc2)CC1)N/N=C/c1ccc(Cl)c([N+](=O)[O-])c1	-3.5%	5.5%	7.5%	?	-14.9%	0.0%	?	-13.0%
3	CCCN=C1CC(C)(C)CC(=O)/C1=C(/O)CCC	-1.1%[53 µM]	3.7%[53 µM]	7.1%	9.4%	9.9%	2.4%	18.2%	-5.0%
4	COc1ccc(/C=N/Nc2ncnc3sc(C)c(C)c23)cc1	-0.9%	-0.7%	?	?	-23.0%	-1.9%	1.0%	3.8%
5	COc1ccc(CNc2ccc(Br)cc2)cc1	0.4%	-3.8%	8.5%	?	-1.2%	-1.1%	-44.3%	1.0%
6	COc1ccc(/C=C/C(=O)c2ccc(O)cc2O)cc1	-6.3%	3.0%	-15.2%	?	·	1.4%	·	4.0%
7	Cc1ccc(-c2noc(C3CCCN(C(=O)c4ccccc4)C3)n2)o1 (stereo unspecified)	-2.0%	-3.8%	-6.2%	-3.3%	13.3%	0.0%	-12.8%[46.1 µM]	0.9%
8	CCCCSc1nnc2c(n1)OC(c1ccc(C)s1)Nc1ccccc1-2 (stereo unspecified)	0.4%	-2.2%	1.9%	-15.5%	·	-1.0%	·	·
9	O=C(CSC1CS(=O)(=O)c2cc([N+](=O)[O-])ccc21)NNC(=O)c1ccc(Cl)cc1 (stereo unspecified)	-3.1%	-5.9%	-2.6%	-11.9%	12.5%	2.1%	6.0%	-2.2%
10	COC(=O)C1=C(C(=O)OC)[C@@H]2N(C)c3ccccc3[C@@]23C[C@@H](CO)N=C3N1	-0.1%[11.2 µM]	8.5%[11.2 µM]	-13.3%[11.6 µM]	-6.0%[11.6 µM]	9.6%[13.1 µM]	·	·	-1.0%[17.5 µM]

Quoted from above: nos. 1–2
cpd	smiles	TexasRed fluor	TRb-SRC2 inh	Tau fibril FP	Tau fluor counter	CBFb-RUNX1 inh	Epigenetic reg	NPSR antag	GLA spleen mod
1	CC(Oc1ccc2ccccc2c1)C(=O)NNC(=S)NC(=O)c1ccco1 (stereo unspecified)	-2.9%	-3.5%	3.6%	-20.9%	-13.5%	0.0%	-13.0%[46.1 µM]	5.8%
2	O=C(CN1CCN(S(=O)(=O)c2ccc(Br)cc2)CC1)N/N=C/c1ccc(Cl)c([N+](=O)[O-])c1	-3.5%	5.5%	7.5%	?	-14.9%	0.0%	?	-13.0%

Additional results follow.
cpd	smiles	TexasRed fluor	TRb-SRC2 inh	Tau fibril FP	Tau fluor counter	CBFb-RUNX1 inh	Epigenetic reg	NPSR antag	GLA spleen mod
11	O=S(=O)(NCc1ccc(F)cc1)c1ccc2[nH]c3c(c2c1)CCCCC3	-3.8%	2.3%	-4.7%	15.8µM*[quencher]	·	-1.3%	·	·
12	CCOC(=O)c1cc(S(=O)(=O)NCc2ccc(F)cc2)[nH]n1	1.7%	-0.2%	-6.2%	-2.2%	·	0.8%	·	·
13	O=C(CCCN1C(=O)C2C3C=CC(C3)C2C1=O)N1CCN(c2ccccc2)CC1 (stereo unspecified)	0.5%	0.2%	1.2%	-12.0%	-1.0%	-1.3%	-5.7%[46.1 µM]	18.9%
14	CC12CCC(C(=O)N(CC(=O)O)C1=O)C2(C)C (stereo unspecified)	-4.2%	-2.9%	3.7%	-4.1%	-0.3%	0.0%	-8.2%	-2.9%
15	CCOC(=O)N1CCN(S(=O)(=O)c2ccc(OCC(=O)OC)c(Cl)c2)CC1	1.9%	-17.0%	-2.6%	3.0%	1.7%	-4.3%	-4.8%[46.1 µM]	7.6%
16	NC(=O)c1ncc(C(F)(F)F)cc1Oc1cccc(F)c1	-2.6%	-7.3%	-6.2%	-10.8%	-4.4%	-1.3%	7.0%[46.1 µM]	0.9%
17	COCCC(=O)Nc1ccc2c(c1)CN(C(=O)CSC)CC2	0.6%	1.4%	1.1%	-15.5%	4.1%	7.0%	?	5.3%
18	O=C(NCCc1ccc(Cl)cc1)C1CCC(CNc2nc(=S)[nH]c3ccccc23)CC1 (stereo unspecified)	-2.5%	-2.6%	-8.6%	-20.7%	7.1%	1.1%	-55.7%	5.7%
19	CC/C(=N\NC(=O)CSCc1ccccc1Cl)c1ccc2c(c1)OCCO2	-4.7%	2.7%	4.4%	-7.3%	-0.4%	-3.2%	-5.6%	-0.8%
20	CC(C)Cc1nnc(NC(=O)CCC(=O)NC2CCCc3ccccc32)s1 (stereo unspecified)	11.6%	1.2%	3.8%	2.3%	-8.4%	0.0%	7.9%	-5.2%
21	CCC(C)NC(=O)CN(c1cc(Cl)ccc1OC)S(C)(=O)=O (stereo unspecified)	-3.4%	-8.5%	-3.7%	-3.4%	?	1.0%	-30.4%	-1.6%
22	O=c1[nH]c(=S)[nH]cc1Oc1ccc(Cl)cc1Cl	-6.1%	-1.1%	-12.6%	-2.3%	-0.2%	-1.1%	-30.0%	7.0%
23	NC(=S)N=Nc1c(O)n(Cc2ccc(Br)cc2)c2ccccc12	-1.3%	2.9%	-13.9%	-21.8%	-3.4%	?	-45.0%	0.0%
24	CC1(C(=O)O)CCC(C(N)=O)C1(C)C (stereo unspecified)	-1.1%	4.8%	5.6%	4.6%	7.2%	2.0%	11.6%	0.5%
25	COC(=O)NC1(C(=O)O)CCCC1	-3.0%	4.2%	1.3%	-9.5%	1.2%	-0.3%	-2.1%[7.67 µM]	-0.1%
26	CCC(Sc1nc2cc3c(cc2c(=O)n1Cc1ccco1)OCO3)C(=O)NCCOC (stereo unspecified)	-1.0%	5.9%	-6.3%	-8.3%	6.4%	-1.0%	-18.2%[46.1 µM]	4.3%
27	CCc1ccc2oc(C(=O)NCc3ccncc3)c(C)c2c1	2.3%	-19.2%	2.4%	-8.4%	4.6%	-1.0%	6.0%	-3.3%
28	CC(C)C(OC(=O)CCC(=O)Nc1nccs1)C(=O)NC1CCCCC1 (stereo unspecified)	-0.1%	5.9%	4.2%[2.34 µM]	14.3%[2.34 µM]	3.9%	1.1%	-7.8%	8.8%
29	COc1ccc(CSCCNC(=S)Nc2ccccc2)cc1Cl	-5.3%	2.0%	?	?	3.1%	-0.4%	-44.2%	-5.8%
30	Cc1csc2ncc(C(=O)Nc3ccccc3Cl)c(=O)n12	-1.2%	2.9%	-4.0%	-14.8%	-3.1%	-0.1%	53.5%	4.4%
31	COCc1cc(=O)n2[nH]c(N)nc2n1	0.2%	-1.5%	6.6%	6.9%	4.8%	-2.6%	8.2%	4.1%
32	CCOC(=O)c1c(NC(=O)C2C3C=CC(C3)C2C(=O)O)sc2c1CCCC2 (stereo unspecified)	0.8%	1.3%	1.9%	0.7%	-1.4%	-1.9%	-6.9%	1.2%
33	O=C(c1ccc2c(c1)OCO2)N1CCN(c2ncccn2)CC1	2.5%	-4.5%	-0.7%	7.9%	-1.9%	0.1%	5.1%	-3.4%
34	CCOC(=O)c1c(NC(=O)c2ccc(S(=O)(=O)N(CC(C)C)CC(C)C)cc2)sc2c1CCN(C(=O)OCC)C2	-0.2%	5.5%	1.3%	6.3%	·	0.0%	·	·
35	CCn1c(SCC(=O)N/N=C/c2ccccc2OCC(=O)O)nnc1-c1ccccc1	-1.2%	-3.1%	11.6%	-4.9%	25.5%	-2.6%	17.3%	10.8%
36	O=C(Cc1n[nH]c(=O)c2ccccc12)NCc1ccccn1	3.1%	-5.6%	2.0%	4.6%	3.4%	-0.8%	3.9%[46.1 µM]	2.1%
37	COc1ccc2c(COC(=O)CCS(=O)(=O)c3ccccc3)cc(=O)oc2c1	0.7%	1.1%	-4.8%	-1.0%	-9.9%	-4.2%	5.0%	-4.7%
38	O=C(O)c1cccc(NC(=S)N/N=C/c2c[nH]c3ccccc23)c1	-7.7%	-2.3%	11.0%	?	-1.0%	1.3%	2.2%	0.8%
39	Cc1cc(C)n(-c2nc(C(F)(F)F)nc3ccccc23)n1	-0.8%	1.9%	-4.7%	-0.9%	8.7%	-0.4%	-7.5%	4.3%
40	CCOC(=O)C1CCN(C(=O)c2cn(C)c(=O)c3cc(OC)c(OC)cc23)CC1	1.3%	-3.6%	-4.3%	-1.4%	16.3%	2.3%	-6.2%[46.1 µM]	5.0%
41	COc1ccc(CNC(=O)c2ccc(-c3nc(CSc4ccccc4)c(C)o3)cc2)cc1	-0.1%	-2.7%	-13.1%	-0.7%	·	2.5%	·	·
42	O=C(CN1C(=O)c2ccccc2C1=O)Nc1ccccc1C(=O)NC1CCCCC1	-0.6%	1.2%	-0.6%	-9.4%	0.4%	-0.2%	-16.0%[46.1 µM]	5.4%
43	CCCCOC(=O)Nc1sc2c(c1C(=O)OC)CCC2	-0.4%	1.7%	-9.1%	-16.2%	6.9%	-1.6%	-12.3%[46.1 µM]	10.1%
44	CCCCNC(=O)N(c1c(N)n(Cc2ccccc2)c(=O)[nH]c1=O)C1CCCC1	-2.2%	4.0%	-12.5%	1.8%	-0.4%	0.0%	9.3%	0.3%

Reformatted: results already given.
The line under a structure holds: TexasRed fluor | TRb-SRC2 inh | Tau fibril FP | Tau fluor counter | CBFb-RUNX1 inh | Epigenetic reg | NPSR antag | GLA spleen mod
41. COc1ccc(CNC(=O)c2ccc(-c3nc(CSc4ccccc4)c(C)o3)cc2)cc1
    -0.1% | -2.7% | -13.1% | -0.7% | · | 2.5% | · | ·
42. O=C(CN1C(=O)c2ccccc2C1=O)Nc1ccccc1C(=O)NC1CCCCC1
    -0.6% | 1.2% | -0.6% | -9.4% | 0.4% | -0.2% | -16.0%[46.1 µM] | 5.4%

Source: PubChem
